Pf growth 96h = Primary qHTS for delayed death inhibitors of the malarial parasite plastid, 96 hour incubation; P. falciparum luciferase reporter growth, 96 h; Potency, µM (titrated, usually from 28.7 µM), inactives show at the top dose activity change, negative = inhibition, hits mostly inhibitors; 320,000 tested, 6.9% active; AID 504834, 2011; also: potency is read from the fitted curve at half-maximal effect; % is scaled to controls: 0 for no effect and ±100 for the full control effect
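Cell-based qHTS: luciferase-tagged P. falciparum in erythrocytes (2% hematocrit, 0.05% parasitemia final) incubated with compounds for 96 hours, 37 C, 5% CO2; luciferase detection reagent then added and luminescence measured.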
Pf growth 48h = Primary qHTS for delayed death inhibitors of the malarial parasite plastid, 48 hour incubation; P. falciparum luciferase growth in erythrocytes, 48 h; Potency, µM (titrated, usually from 28.7 µM), without a hit: top-dose activity change, negative = inhibition, most hits filed as inhibitors; 310,000 tested, 5.9% active; AID 504832, 2011; also: potency is read from the fitted curve at half-maximal effect; % is scaled to controls: 0 for no effect and ±100 for the full control effect
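Erythrocytes infected with P. falciparum carrying an integrated firefly luciferase reporter (2% hematocrit, 0.1% parasitemia final) were exposed to compounds in RPMI 1640 with 0.5% Albumax at 37 C, 5% CO2. Growth inhibition was scored as reduced luminescence.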
HCV inhibitor = qHTS Assay for Inhibitors of Hepatitis C Virus (HCV). Huh7.5.1 HCVcc-Cre infection, luciferase reporter, 44 h. Potency, µM (doses to about 41.8 µM), inactives show top-dose activity change, negative = inhibition, usual class: inhibitors. 340,000 tested, 3.4% active. AID 651820, 2012; also: potency is read from the fitted curve at half-maximal effect; % is scaled to controls: 0 for no effect and ±100 for the full control effect
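Seed cells (1,000/well) for 4 h; treat with compound and infect with HCVcc-Cre, moi about 0.5. Incubate 44 h, then detect luciferase activity.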
CHX counter = Cycloheximide Counterscreen for Small Molecule Inhibitors of Shiga Toxin | cell reporter, cycloheximide protein synthesis inhibition counterscreen | max response, % | 300,000 tested, 12% active; in the data active = max response mostly above about 13%, no sharp cut-off; inactive = mostly below about 14%; also: read at 38.3 µM for the half of the compounds with a filed dose; 0% is about no effect
LmPK inhibitor = qHTS Assay for Inhibitors of Leishmania Mexicana Pyruvate Kinase (LmPK). AID 1721, 2009. purified LmPK, Kinase-Glo ATP luminescence, 1 h. Potency, µM (series often up to 57.5 µM), without a hit: at the top dose activity change, negative = inhibition, hits mostly inhibitors. 290,000 tested, 0.37% active. Q27686; also: potency is read from the fitted curve at half-maximal effect; % is scaled to controls: 0 for no effect and ±100 for the full control effect
Target sequence (Q27686 whole entry, looked up): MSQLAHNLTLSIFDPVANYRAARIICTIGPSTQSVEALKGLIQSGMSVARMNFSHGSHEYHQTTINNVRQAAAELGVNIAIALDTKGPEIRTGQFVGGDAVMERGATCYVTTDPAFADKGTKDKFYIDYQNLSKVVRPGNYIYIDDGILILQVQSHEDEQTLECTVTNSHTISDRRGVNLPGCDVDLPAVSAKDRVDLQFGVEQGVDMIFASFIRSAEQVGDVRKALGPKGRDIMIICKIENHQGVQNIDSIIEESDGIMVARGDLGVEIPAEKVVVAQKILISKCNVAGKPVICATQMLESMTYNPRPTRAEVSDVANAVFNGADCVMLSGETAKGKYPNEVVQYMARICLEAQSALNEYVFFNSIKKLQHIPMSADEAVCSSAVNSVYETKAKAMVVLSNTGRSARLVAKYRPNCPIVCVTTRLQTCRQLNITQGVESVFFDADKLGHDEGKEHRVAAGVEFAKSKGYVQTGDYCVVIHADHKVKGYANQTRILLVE
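Pyruvate kinase activity monitored as ATP production (luciferase luminescence). Conditions: 0.1 nM enzyme, 0.5 mM PEP, 0.1 mM ADP, 1 h, RT; normalized against uninhibited and no-enzyme wells.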
TbPYK inhibitor = qHTS of Trypanosoma Brucei Inhibitors; pyruvate kinase (Trypanosoma brucei), Q57TT1; TbPYK enzyme, Kinase-Glo Plus ATP luminescence, 45 min; Potency, µM (titrated, usually from 76.8 µM), for inactives: at the top dose activity, negative = inhibition, actives largely listed as inhibitors; 410,000 tested, 0.12% active; AID 624173, 2012; also: potency is read from the fitted curve at half-maximal effect; % is scaled to controls: 0 for no effect and ±100 for the full control effect; nearly all actives have a fitted effect of over 50% in size
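Enzyme and substrate buffer are dispensed first and compound is pin-transferred. ADP at 130 uM final then starts the reaction, which runs 45 min at room temperature. Detection reagent is added for 10 min before luminescence is imaged.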
Shiga toxin inh = A qHTS for Small Molecule Inhibitors of Shiga Toxin; inhibition, % at 38.7 µM; AID 2315, 2010; Vero cells, Shiga toxin protein synthesis inhibition reporter; 290,000 tested, 9.2% active; in the data active = inhibition mostly above about 28%, no sharp cut-off; inactive = mostly below about 43%; also: 0% is about no effect
Numbers without * were called inactive; ? = inconclusive; · = no result given; [ ] = dose if it differs, or a comment. Unless noted, calls follow the shape of the dose curve; as a rule, active = well fitted curve in the direction sought with a large enough effect; inconclusive = small, poorly fitted or top-dose-only effect, or another doubt; inactive = no such curve, though single readings can be large; an effect the other way counts as inactive or inconclusive.

SMILES | Pf growth 96h | Pf growth 48h | HCV inhibitor | CHX counter | LmPK inhibitor | TbPYK inhibitor | Shiga toxin inh
CCOC(=O)/C(C#N)=C\c1ccco1 | 399%[activator] | 9% | 14% | -2 | 0% | 6% | -12
COc1ccc(C(=O)/C=C/C(=O)N(Cc2ccc3c(c2)OCO3)C(C(=O)NC2CCCCC2)c2ccncc2)c(O)c1 (stereo unspecified) | 15% | 5.2µM* | ? | -2 | 1% | 5% | -3
O=C(COC(=O)c1cc(Cl)ccc1Cl)NCCN1C(=O)CSC1=O | -3% | 16% | 31%[activator] | 4 | 1% | 38%[activator] | 24
Cc1cc(=O)[nH]c(SCC(=O)NC2CCCc3ccccc32)n1 (stereo unspecified) | -21% | ? | 20% | 7 | 1% | 1% | -8
Cc1ccc(NC(=O)C(=O)NCc2ccccn2)cc1 | 13% | 220%[activator] | 18% | 29* | -2% | -3% | 87*
O=[N+]([O-])c1cc(C(F)(F)F)cc([N+](=O)[O-])c1Sc1n[nH]c(C(F)(F)F)n1 | ? | 5.2µM* | 15% | 5 | 1% | ? | 18
CCOC(=O)c1cnc(-n2nc(C)cc2C)nc1NNc1ncc(-c2ccccc2)cn1 | 1.7µM* | 3.3µM* | ? | -1 | -1% | -9% | 16
COc1ccc(Cl)cc1NC(=O)CSc1nc(NS(=O)(=O)c2ccccc2)cc(=O)[nH]1 | 8.3µM* | 0% | ? | -1 | 8% | 1% | -2
O=C1c2oc3ccccc3c(=O)c2C(c2cccs2)N1CCCN1CCOCC1 (stereo unspecified) | ? | -8% | 5% | 11 | 0% | -20% | -2
CCOc1ccc(N(CC(=O)NC2CCCCC2)C(=O)CCC(=O)Nc2ccccn2)cc1 | -19% | ? | -4% | -5 | -1% | -1% | -13
CCCOc1ccc(N2C(=O)CC(N3CCC(c4nncn4CC)CC3)C2=O)cc1 (stereo unspecified) | · | 5% | 3% | -3 | 2% | 5% | 34
O=Cc1ccc(OCC(=O)N2CCOCC2)cc1 | 10% | 35%[activator] | 22% | -1 | 1% | -8% | -7
O=C(CCCN1C(=O)c2ccccc2C1=O)Nc1nncs1 | 19% | 4% | 18% | -3 | -2% | -9% | -4
Cc1onc(-c2ccccc2)c1C(=O)N=C(N)c1ccc(Cl)cc1 | -3% | 4% | -9% | 1 | 1% | -25% | 20
Cc1ccc(C(C)C)c(OCCCCCN2CCOCC2)c1 | -20% | 8% | -6% | -3 | -1% | 2% | 1
COc1ccc(CCNC(=O)c2cc(C3CC3)on2)cc1OC | 2% | 6% | -17% | 8 | -1% | 2% | 15
O=C(Nc1cccc(-c2cn3cccnc3n2)c1)Nc1ccccc1F | ? | ? | ? | 8 | 1% | 3% | 20
Cc1cn(C(=O)c2ccccc2)c(=S)n1-c1ccc(Cl)cc1 | -10% | -25% | -29% | 9 | 5% | 3% | 1
COc1ccc(C)cc1-n1nnnc1SCc1nc2ccccc2s1 | 90%[activator] | 56%[activator] | -25% | 45* | -7% | -7% | 129*
CC1CN(c2ccc(Cl)nn2)CC(C)O1 (stereo unspecified) | ? | 42%[activator] | -5% | 14 | -2%[11.5 µM] | 0% | 6
O=C(c1ccccc1)C(C(=O)N1CCCCC1)n1ccccc1=O (stereo unspecified) | 51%[activator] | 12% | 3% | -5 | 6% | 0% | -6
CC1CSC(N(C(=O)c2ccc(S(C)(=O)=O)cc2)c2ccc(Cl)cc2)=N1 (stereo unspecified) | -16% | 2% | -2% | -4 | -12% | 6% | -21
COc1ccccc1NC(=S)Nc1ccccn1 | -22% | 4% | ? | -1 | -4% | -20% | 13
CC(C)Sc1nc(N)c2c3c(sc2n1)CN(C)CC3 | · | 1µM* | -22% | 16* | -3% | 5% | 21

Five entries drawn at random from those above:
SMILES | Pf growth 96h | Pf growth 48h | HCV inhibitor | CHX counter | LmPK inhibitor | TbPYK inhibitor | Shiga toxin inh
O=C(CCCN1C(=O)c2ccccc2C1=O)Nc1nncs1 | 19% | 4% | 18% | -3 | -2% | -9% | -4
O=C(c1ccccc1)C(C(=O)N1CCCCC1)n1ccccc1=O (stereo unspecified) | 51%[activator] | 12% | 3% | -5 | 6% | 0% | -6
Cc1ccc(C(C)C)c(OCCCCCN2CCOCC2)c1 | -20% | 8% | -6% | -3 | -1% | 2% | 1
Cc1cn(C(=O)c2ccccc2)c(=S)n1-c1ccc(Cl)cc1 | -10% | -25% | -29% | 9 | 5% | 3% | 1
CC1CSC(N(C(=O)c2ccc(S(C)(=O)=O)cc2)c2ccc(Cl)cc2)=N1 (stereo unspecified) | -16% | 2% | -2% | -4 | -12% | 6% | -21

(cont.)
SMILES | Pf growth 96h | Pf growth 48h | HCV inhibitor | CHX counter | LmPK inhibitor | TbPYK inhibitor | Shiga toxin inh
COc1ccc(OCC(=O)NC(=S)Nc2ccc(N3CCOCC3)c(Cl)c2)cc1 | · | 2% | -5% | -5 | -4% | -11% | 25
CCC1CCCCN1C(=O)Cn1nc([N+](=O)[O-])c(Cl)c1C (stereo unspecified) | 3% | 1% | 27% | -1 | 0% | 2% | -7
Cc1cccc(Nc2nc(-c3ccc(F)c(C)c3)cs2)n1 | 10% | 11% | ? | 49* | 1% | -7% | 113*
CCOC(=O)C1=C(C)NC(C)=C(C(=O)OCC)C1C(=O)OCC(=O)NCCc1ccc(S(N)(=O)=O)cc1 | ? | ? | -2% | · | · | 10% | ·
Cn1nc(C(F)(F)F)cc1C(=O)Nc1ccc(-c2ccno2)cc1 | -26% | -3% | ? | -13 | -7% | 1% | -5
CN(/C=C/C(=C\C=[N+](C)c1ccccc1)OCCCS(=O)(=O)[O-])c1ccccc1 | 74%[activator] | 24% | 22% | 1 | -2% | -2% | -1
Cc1ccc(C(=O)C2CCNCC2)cc1 | · | ? | 8% | 18 | -1% | 2% | 25
c1ccc2c(c1)nc(N1CCCCCC1)c1ccccc12 | -13% | ? | -23% | -3 | -2% | -6% | 4
Cc1ccc(S(=O)(=O)N(C)C)cc1-n1c(SCC(=O)Nc2ccccc2)nc2ccccc2c1=O | ? | ? | ? | -3 | 5% | 0% | -5
Cc1oc(S(=O)(=O)N2CCCC2)cc1C(=O)Nc1ccccc1 | 7% | -2% | -11% | -2 | 1% | -3% | 3
Cc1ccccc1NC(=S)NC1CCN(Cc2ccccc2)CC1 | 20% | 5% | 11% | -1 | -4% | -12% | -13
Cc1ccc(S(=O)(=O)N2CCC(C(=O)N[C@@H](C)C(=O)Nc3ccc(F)cc3)CC2)cc1 | -9% | -1% | -29% | -6 | 6% | -4% | -7

Individual results from the results shown:
Cc1oc(S(=O)(=O)N2CCCC2)cc1C(=O)Nc1ccccc1 in HCV inhibitor → -11%
COc1ccc(OCC(=O)NC(=S)Nc2ccc(N3CCOCC3)c(Cl)c2)cc1 in TbPYK inhibitor → -11%

Going on with the list.
SMILES | Pf growth 96h | Pf growth 48h | HCV inhibitor | CHX counter | LmPK inhibitor | TbPYK inhibitor | Shiga toxin inh
COC(=O)C(Cc1c[nH]c2ccccc12)NC(=O)c1cncc(Br)c1 (stereo unspecified) | -1% | -13% | 14% | -1 | -5% | 4% | -2
CCCN1CCC(=NNc2ccc(C(=O)O)cc2)CC1 | 61%[activator] | 113%[activator] | -20% | 30* | 0% | -4% | 40*
COc1cccc(C(=O)Nc2ccc(Cl)c(C(F)(F)F)c2)c1 | ? | -18% | ? | 51* | 4% | 2% | 88*
C=CCOc1ccc(CNn2cn[nH]c2=S)cc1 | 94%[activator] | 37%[activator] | 12% | -1 | -11% | ? | 17
CC1=C(C(N)=O)C(c2cccnc2)n2nc(-c3cccc(C)c3)nc2N1 (stereo unspecified) | 12% | ? | 18% | 2 | 2% | 0% | 8
O=C(Nc1ccc2ccccc2c1)c1ccc(Cl)cc1 | 5.2µM* | 222%[activator] | 0% | 41* | -7% | -2% | 68*
CC(=NCCc1c(C)[nH]c2ccc(C)cc12)C1=C(O)CC(c2ccccc2)CC1=O (stereo unspecified) | 33%[activator] | -20% | ? | -1 | -5% | -9% | -12
Cc1ccc(C(=O)n2c(-c3ccccc3)cnc2SCC(=O)Nc2ccccc2)cc1 | 253%[activator] | 71%[activator] | -6% | 15* | 2% | -5% | -3
CC(=O)Nc1ccc(C2NC(=O)c3ccccc3O2)cc1 (stereo unspecified) | 8% | -6% | 11% | -8 | -6% | 0% | -10
COc1ccc(CN2C(=O)c3ccccc3C2=O)cc1C(=O)OCC(=O)NC1CCCCC1 | 8% | 26% | 15% | 4 | -3% | 6% | 6
Cn1ncc([N+](=O)[O-])c1C(=O)Nc1ccc(-c2nc3ccccc3o2)cc1 | 4.7µM* | 6% | -26% | 24* | 2% | 3% | 41*
CSc1nc(SCCO)c2sc3nc(-c4ccco4)c4c(c3c2n1)CC(C)(C)OC4 | ? | ? | ? | -5 | -1% | 13% | 81*
CCc1cc2c(N=Nc3c(O)[nH]c4ccccc34)ncnc2s1 | 41%[activator] | 16% | ? | -2 | 3% | -3% | -11
O=C(Cc1ccccc1)N[C@@H](Cc1ccccc1)C(=O)O | 0% | 0% | -2% | -2 | 0% | -2% | -10
O=C(NNc1cccc(Cl)n1)Nc1ccccc1 | 107%[activator] | 13% | ? | 3 | 3% | -1% | -6
Cc1ccc(C)c(NC(=O)N2CCCCCC2)c1 | ? | 37%[activator] | 2% | 10 | -3% | 6% | 9
COc1ccccc1C1/C(=C(/O)c2ccc(C)cc2)C(=O)C(=O)N1CC(C)O (stereo unspecified) | 92%[activator] | 2% | 10% | -1 | -1% | -3% | -16
Cc1ccc(N2C(=O)c3ccc(C(=O)O)cc3C2=O)cc1C | ? | · | 6% | 4 | -9% | -5% | 19
Cc1ccc2nc(C)cc(C(=O)N/N=C/c3ccncc3)c2c1 | -19% | 4% | 14% | -3 | -2% | 10% | -10
CC(NC(=O)C12CC3CC(CC(C3)C1)C2)C(=O)N/N=C/C1=C(N2CCOCC2)C(=C\c2cccc([N+](=O)[O-])c2)/CC1 (stereo unspecified) | 62%[activator] | ? | ? | -3 | 0% | 6% | -12
Cc1cc(C)cc(NS(=O)(=O)c2ccc3[nH]cc(C(=O)N4CCc5ccccc54)c(=O)c3c2)c1 | ? | -7% | -3% | 1 | 2% | 4% | -8

High-throughput results deposited in PubChem BioAssay by National Center for Advancing Translational Sciences (NCATS).
